Bioassay records as filed in PubChem.
L3MBTL1 inh: qHTS Assay for the Inhibitors of L3MBTL1 | Potency, µM (highest dose often 57.1 µM), inactives show at the top dose activity, negative = inhibition, usual class: inhibitors | AlphaScreen L3MBTL1–H3K9me1 peptide binding | Lethal(3)malignant brain tumor-like protein 1 (Homo sapiens), Q9Y468 | 0.66% of 230,000 active; active means well fitted inhibition curve with a large enough effect; inconclusive means small, poorly fitted or top-dose-only effect; inactive means no such curve, though single readings can be large or run the other way; further: nearly all actives have a fitted effect of over 60% in size
Target sequence (Q9Y468 whole entry, looked up): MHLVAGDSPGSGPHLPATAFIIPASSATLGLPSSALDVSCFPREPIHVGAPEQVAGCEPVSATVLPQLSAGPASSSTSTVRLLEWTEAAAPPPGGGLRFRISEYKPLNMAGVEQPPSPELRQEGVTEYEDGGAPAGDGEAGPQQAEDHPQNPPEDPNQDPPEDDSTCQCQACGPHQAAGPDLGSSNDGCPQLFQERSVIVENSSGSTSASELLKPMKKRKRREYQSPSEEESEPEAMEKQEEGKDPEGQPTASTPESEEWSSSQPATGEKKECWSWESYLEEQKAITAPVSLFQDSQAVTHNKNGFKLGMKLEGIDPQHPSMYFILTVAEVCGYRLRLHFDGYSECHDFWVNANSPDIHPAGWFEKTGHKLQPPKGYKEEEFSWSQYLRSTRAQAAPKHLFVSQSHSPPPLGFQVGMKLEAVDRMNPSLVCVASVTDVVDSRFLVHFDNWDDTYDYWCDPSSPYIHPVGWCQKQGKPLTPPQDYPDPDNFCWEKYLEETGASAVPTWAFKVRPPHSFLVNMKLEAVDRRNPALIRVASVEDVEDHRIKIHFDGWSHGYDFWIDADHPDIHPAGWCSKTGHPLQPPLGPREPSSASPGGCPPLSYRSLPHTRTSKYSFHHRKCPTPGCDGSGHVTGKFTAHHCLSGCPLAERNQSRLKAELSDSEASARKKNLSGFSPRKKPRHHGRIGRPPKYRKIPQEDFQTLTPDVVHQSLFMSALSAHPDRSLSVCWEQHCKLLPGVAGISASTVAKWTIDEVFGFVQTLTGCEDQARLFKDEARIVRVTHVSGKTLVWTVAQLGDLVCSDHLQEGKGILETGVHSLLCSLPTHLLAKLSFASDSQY
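L3MBTL1 50 nM + b-AHA-H3(1-15)K9me1 75 nM, 30 min RT; compound added, 30 min RT; streptavidin donor/Ni-chelate acceptor beads 10 ug/mL each final, 30 min RT dark; AlphaScreen read.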
* marks the source's active call; other numbers are inactive results; ? = inconclusive; [ ] = another dose, or the depositor's remark. On the % scale 0 is the no-effect control and ±100 the full control effect; potency means the concentration at half of the fitted maximal effect. A portion of the library; the hit share may differ from the screen's.

canonical_smiles | L3MBTL1 inh
CN(c1ccccc1)S(=O)(=O)c1ccc(C(=O)N2CCN(c3ccccc3Cl)CC2)cc1 | -11%
Cc1ccc(NC(=O)CCN2C(=O)NC3(CCCC3)C2=O)cc1S(=O)(=O)N1CCOCC1 | -1%
CCC(C)NC(=O)CSc1ccc(S(=O)(=O)N2CCN(Cc3ccccc3)CC2)cn1 (configuration not stated) | -1%
COc1ccc2c(C(=O)c3ccc(Cl)cc3)n(CCCC(N)=O)[n+]([O-])c2c1 | -5%
Cc1ccc(S(=O)(=O)NCCCNS(=O)(=O)c2ccccc2[N+](=O)[O-])cc1 | 2%
CC1CCCC(NC(=O)COC(=O)/C=C/c2ccco2)C1C (configuration not stated) | -8%
NC(=O)c1ccc(SCC(=O)OCC(=O)NC2CCCCCCC2)c([N+](=O)[O-])c1 | -2%
CN(C(=O)COC(=O)CSCc1cccc(Cl)c1)c1c(N)n(Cc2ccccc2)c(=O)[nH]c1=O | -13%
Cc1nnc2ccc(-c3ccc(NS(=O)(=O)c4ccc(Cl)s4)cc3)nn12 | -8%
CCOC(=O)N1CCN(C(=O)CCc2ccc(S(=O)(=O)NC(C)C)cc2)CC1 | 2%
Cc1ccccc1S(=O)(=O)/N=C(/Nc1nc2ccccc2s1)c1ccccc1 | 4%
COc1ccc(S(=O)(=O)N2CCOCC2)cc1NC(=O)COC(=O)CCOc1ccc(C)cc1 | -3%
O=C(NCCN1CCN(c2ccccc2Cl)CC1)Nc1ccccc1 | -5%
COC(=O)CCCC(=O)NC1CCCN(C2Cc3ccccc3C2)C1 (configuration not stated) | 1%
CCOC(=O)c1ccc(NC(=O)CSc2nc(=O)n3cccc(C)c3n2)cc1 | -5%
CC(=O)c1ccc(NC(=O)COC(=O)CCC2CCCC2)cc1 | 4%
Cc1ccc2c(c1)N(CC(=O)NC1CCCC1)C(=O)c1cccnc1O2 | 4%
CSCCC(NC(=O)c1ccc(Cl)cc1Cl)C(=O)OC1CCCCC1=O (configuration not stated) | 3%
COc1cc(C(=O)Nc2cc(OC)c(OC)c(OC)c2)ccc1OCc1c(C)noc1C | 11%
COc1cc(CC(=O)OCC(=O)NCc2ccco2)cc(OC)c1OC | ?
Cc1ccc(C(=O)NCC(=O)OCC(=O)c2ccc(Br)s2)cc1 | -4%
CCOc1ccc(-c2ccc3nnc(SCC(=O)NCC4CCCO4)n3n2)cc1 (configuration not stated) | 3%
O=[N+]([O-])c1cccc(CP(=O)(c2ccccc2)c2ccccc2)c1 | 6%
Cc1c(C(=O)Nc2ccc3nc(N4CCOCC4)sc3c2)oc2ccccc12 | -5%
O=C(Nc1ccc2ccccc2c1)c1cc(F)c(F)cc1Cl | 9%
COc1ccc(-c2nc3ccccc3c(=O)[nH]2)cc1 | -2%
Cc1cc(C)n(CC(=O)NNC(=O)CC(C)c2ccccc2)n1 (configuration not stated) | 2%
CCN(CC)CCn1c2c(c(SCC(=O)Nc3ccc(C)c(F)c3)nc1=O)CCCC2 | 5%
CCC/C(=C1/c2ccccc2C(=O)N1c1ccccc1)c1ccc(O[C@@H]2CCCCO2)cc1 | -1%
Cc1ccccc1CN1CCN(Cc2cc3ccccc3o2)CC1CCO (configuration not stated) | 3%[2.29 µM]
CN(Cc1ccccc1)C(=O)c1ccc(NC(=O)Cc2cccc(NC(=O)C3CCCN(C(=O)C4CCC4)C3)c2)cc1 (configuration not stated) | -14%
CNc1nc(Nc2ccc([N+](=O)[O-])cc2)nc(OCC(F)(F)F)n1 | 5%
CC(=O)N/C(=C\c1ccc(C)o1)C(=O)NCc1ccccc1 | -2%
O=C(CSc1nnc(-c2ccccc2F)o1)NC(=O)Cc1ccccc1 | -1%
COC(=O)C1=CO[C@@H](O[C@@H]2O[C@H](CO)[C@@H](O)[C@H](O)[C@H]2O)[C@H]2[C@@H]1C(=O)C[C@@H]2C | 7%
CC(=NNC(=O)c1cccc(S(=O)(=O)N2CCOCC2)c1)c1ccccc1 | -2%
COc1ccc(C2=NOC(Cn3nc(C(=O)NCc4cccc(Br)c4)cc3-c3ccccc3)C2)cc1 (configuration not stated) | 4%
CC1(C)CC(=O)C=C(c2ccc(Cl)c(C(F)(F)F)c2)C1 | 4%
CNC(=S)N(CCN(C)C)Cc1cc2cc3c(cc2[nH]c1=O)OCO3 | -8%
CCOc1ccc2c(c1)C(C)=CC(C)(C)N2S(=O)(=O)c1ccc(NC(C)=O)cc1 | -14%
CCOC(=O)[C@H]1[C@H]2COc3ccc(OC)cc3[C@@H]2N2C(=O)CN(Cc3ccc(Cl)cc3)C(=O)[C@@]12C | -7%
COc1ccc(NC(=O)C2=NN(C3CCS(=O)(=O)C3)C(=O)CC2)cc1S(N)(=O)=O (configuration not stated) | 7%
C[C@@H]1CCC(=O)N(C[C@@H](C)CC#N)CC1 | 5%
Cc1cccc(C)c1Nc1nnc(SCC(=O)NCCCN2CCCC2=O)s1 | 3%
Cc1ccsc1CNC1CCCCC1 | -8%[2.29 µM]
C[C@H]1NS(=O)(=O)c2ccc(Br)cc2O[C@H]1c1ccccc1 | -1%
CCC1Nc2ncnc(N3CCN(c4ccccc4)CC3)c2N(Cc2ccc(OC)cc2)C1=O (configuration not stated) | -9%
O=C(COC(=O)c1ccc(Cl)c(S(=O)(=O)NCc2ccccc2)c1)NC1CC1 | -5%
COc1ccc(CN2CCC(=O)N([C@H](CO)c3ccccc3)CC2)cc1OC | 2%
Cc1ccccc1NC(=O)Cc1nc(COC(=O)CCc2ccccc2)cs1 | 4%
Cc1ccccc1NC(=O)Cc1nc(COC(=O)c2ccc(Cl)nc2)cs1 | 8%
CN(C(=O)C1CCCC1)C1CCS(=O)(=O)C1 (configuration not stated) | 6%
COc1ccccc1OCC(O)CN1CCN(C(=O)c2ccccc2)CC1 (configuration not stated) | -4%
COC(=O)[C@]1(C)N[C@H](CN(C)S(=O)(=O)c2ccccc2)[C@@H]2C(=O)N(C)C(=O)[C@@H]21 | 0%
Cc1ccccc1NC(=O)CSc1nnc(CNC(=O)c2ccco2)n1C | -11%
CSc1nc2nc(C)c(CCC(=O)OCC(=O)Nc3ccc(F)cc3)c(C)n2n1 | -4%

(more compounds)
canonical_smiles | L3MBTL1 inh
COc1cc(/C=C/C(=O)O)cc(S(=O)(=O)Nc2cc(C(F)(F)F)ccc2N2CCOCC2)c1OC | 1%
COc1ccc(S(=O)(=O)N2CCOCC2)cc1NC(=O)CSc1nnc(C2CC2)n1C1CC1 | 0%
O=C(COc1ccccc1[N+](=O)[O-])Nc1ccc2c(c1)CCC2 | -8%
O=C(NCCC1CCCCN1S(=O)(=O)c1cccs1)C(=O)Nc1ccccc1 (configuration not stated) | -2%
Cc1ccccc1OCC(=O)NNC(=O)c1ccc2c(=O)n3c(nc2c1)CCC3 | 7%
COC(=O)CN1C(=O)[C@H]2[C@@H](c3ccc(C)o3)N3C(=O)CN(CCO)C(=O)[C@@]3(Cc3ccccc3)[C@H]2C1=O | 15%
O=C(CCc1nc2ccccc2c(=O)[nH]1)Nc1nnc(SCc2ccc(Cl)cc2)s1 | -3%
CCOC(=O)C1=C(C)N(C[C@@H]2CC[C@@H](Cc3ccc(-c4ccccc4)cc3)O2)C(=O)NC1c1cccc2ccccc12 (some centres not stated) | 16%
Cc1ccccc1NC(=O)CNC(=O)Cc1cccc2ccccc12 | -2%
Cc1cc(C)cc(NC(=O)C(C)N2C(=O)c3ccccc3C2=O)c1 (configuration not stated) | -5%
CSCCC(=O)N1CC[C@@H](N2CCN(c3ccccc3F)CC2)[C@H](O)C1 | -4%[2.29 µM]
COc1ccc(CC(=O)NNC(=O)CN(C)S(=O)(=O)c2ccc(Cl)cc2)cc1OC | -10%
O=C1CC2(CCN(C(=O)COc3ccc(Cl)cc3)CC2)Oc2ccccc21 | 2%
Cc1ccc(S(=O)(=O)NCc2ccccn2)c(C)c1C | -1%
Cc1ccc(NC(=O)CCN2C(=O)c3cccc([N+](=O)[O-])c3C2=O)c(Br)c1 | 1%[2.29 µM]
Cc1ccc2nc(NC(=O)CSCC(=O)Nc3cc(C)on3)sc2c1 | -4%
O=C1C(Cc2ccccc2)Nc2ncnc(N3CCCCC3)c2N1Cc1ccc(Cl)cc1 (configuration not stated) | -11%
CC[C@]12c3[nH]c4ccccc4c3CCN1C(=O)C(CC(=O)NCCCN(C)C)C[C@@H]2C(=O)N1CCN(C(=O)c2ccco2)CC1 (some centres not stated) | 6%
CC(=O)c1ccc(NC(=O)CSc2nnc3ccc(-c4ccccn4)nn23)cc1 | 10%
Cc1cccc(Oc2ccc(NC(=O)C3=CC=CN4CCS(=O)(=O)N=C34)cc2)c1 | -1%
O=C(COC(=O)Cn1cc(C(F)(F)F)ccc1=O)Nc1ccccc1 | -3%
CCN(C(=O)COC(=O)CNC(=O)c1ccccc1C)C1=CCCCC1 | 6%
CC(NC(=O)c1ccco1)C(=O)Nc1nccs1 (configuration not stated) | 1%
Cc1cc(C)c(S(=O)(=O)N2CCCCC2CCNC(=O)C(=O)NCc2cccnc2)c(C)c1 (configuration not stated) | -2%
CCOc1ccc(N(C)c2ccc(/C=C3/SC(=S)NC3=O)cc2)cc1 | -22%
NC(=O)CCS(=O)(=O)CCN1CCN(S(=O)(=O)c2ccc3c(c2)CCC3)CC1 | 5%
CN(CC(=O)Nc1ccc(F)cc1)C(=O)COC(=O)Cc1c(F)cccc1Cl | 5%
CCN(C[C@H]1N[C@@](CC)(C(=O)OC)[C@H]2C(=O)N(Cc3ccccc3)C(=O)[C@@H]12)C(=O)Nc1ccc(C(F)(F)F)cc1 | 3%
O=C(C[C@H]1C[C@H](C(=O)N2CCOCC2)[C@@]2(CCC3CCCC3)c3[nH]c4cc(-c5ccco5)ccc4c3CCN2C1=O)NCC12CC3CC(CC(C3)C1)C2 | -4%
CC1(C)CC(NC(=O)c2ccccc2)CC(C)(C)N1 | 3%
O=C(Cn1cnc2ccccc21)c1ccc(Cl)cc1 | -5%
COC(=O)[C@@]1(C)[C@H]2C(=O)N(Cc3ccccc3)C(=O)[C@H]2[C@H]2CN=C(SCC3CC3)N21 | 2%
CN(CC(=O)Nc1ccccc1Cl)C(=O)COC(=O)c1ccc([N+](=O)[O-])s1 | ?
C=CC[C@@H](CC(=O)N[C@@H](CO)Cc1ccccc1)C(=O)N[C@@H](COC(=O)[C@@H](CC=C)CC(=O)OC(C)(C)C)Cc1c[nH]c2ccccc12 | 3%
Cc1onc(-c2ccccc2)c1-c1nnc(CN2CCN(S(=O)(=O)c3ccccc3F)CC2)o1 | -5%
CC[C@]12c3[nH]c4cc(-c5ccco5)ccc4c3CCN1C(=O)[C@@H](CC(=O)NC/C=C(\C)CCC=C(C)C)C[C@@H]2C(=O)N1CCN(C(=O)c2ccco2)CC1 | ?
CCOc1ccc(CCNC(=O)c2ccc(S(=O)(=O)N3CCCC3)cc2)cc1OCC | -3%
COc1ccc(S(=O)(=O)CCC(=O)NCc2ccc(C)o2)cc1 | 1%
CCn1c(/C=C/c2ccc(O)c(O)c2)nc2ccccc2c1=O | 20µM*
N#CCC(=O)Nc1ccc(C(=O)NNC(=S)NC2CCCCC2)cc1 | -5%

A second format for some results above.
> N#CCC(=O)Nc1ccc(C(=O)NNC(=S)NC2CCCCC2)cc1
- L3MBTL1 inh: -5%

> CCOc1ccc(CCNC(=O)c2ccc(S(=O)(=O)N3CCCC3)cc2)cc1OCC
- L3MBTL1 inh: -3%

> CCn1c(/C=C/c2ccc(O)c(O)c2)nc2ccccc2c1=O
- L3MBTL1 inh: 20µM*

> COc1ccc(S(=O)(=O)CCC(=O)NCc2ccc(C)o2)cc1
- L3MBTL1 inh: 1%

Further entries follow.
canonical_smiles | L3MBTL1 inh
CCOC(=O)c1c(C)[nH]c(C)c1C(=O)COC(=O)c1ccc([N+](=O)[O-])s1 | ?
COc1ccc2c(CC(=O)NNC(=O)c3cccs3)coc2c1 | 0%
COc1cc2cnc(-c3ccccc3)c(-c3ccc(C#N)cc3)c2cc1OC | -5%
COc1ccc(/C=C/C(=O)N2CCN(c3ccccn3)CC2)cc1OC | 1%
Cc1cc(C(=O)CN2C(=O)C(=O)N(Cc3ccccc3)C2=O)c(C)n1Cc1ccc(F)cc1 | -8%
O=C1C[C@H](NC(=O)OCc2ccccc2)CO1 | 7%
O=C(COC(=O)CN1C(=O)NC2(CCCC2)C1=O)Nc1c(Cl)cccc1C(F)(F)F | 3%
CCOC(=O)c1ccccc1NC(=O)COc1coc(CN2CCc3ccccc32)cc1=O | ?
Cc1cc(CNC(=O)COC(=O)Cn2[nH]c(=O)c3ccccc3c2=O)cc(C)c1O | 2%
Cc1cc(C)cc(NC(=O)COC(=O)Cn2cnc3c2c(=O)n(C)c(=O)n3C)c1 | 40%
CCN(CC(=O)NCc1cccs1)CC(=O)Nc1ccc(C(N)=O)cc1 | -7%
O=C(Nc1ccc(F)cc1)C1CCN(C(=O)c2ccc(F)cc2)CC1 | 2%
COc1cc(F)c(C2=CC(=O)C[C@H](c3ccc(Cl)cc3)C2)cc1F | 8%
